# Screening data: PubChem BioAssay, several laboratories
# HSF1 inh = HSF1 inhibition | NIH3T3-HGL HSE-luciferase, MG132-induced, luminescence 8 h; stronger effect = lower value | activity change, negative = inhibition, % at 7.5 µM (by protocol) | hit rate 0.77% among 300,000 | AID 2098;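 active = more than half of replicate wells show activity change below -50%, luminescence cut by over half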;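 note: luciferase reports HSF-1 transcriptional activity via heat shock element; 0% = median of DMSO wells and -100% = zero luminescence signal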
# GSK3B inh = inhibitors of human GSK3beta kinase | P49841 | GST-GSK3beta kinase, ADP-Glo luminescence, 60 min; stronger effect = lower value | activity score (negative = inhibition), % at 10 µM | hit rate 0.038% among 300,000;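 active = more than half of replicate wells score below -50%, meaning over 50% inhibition versus plate controls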;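 note: 0% = median DMSO wells and -100% = median GW8510 positive control wells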
# Target sequence (P49841 whole entry, looked up): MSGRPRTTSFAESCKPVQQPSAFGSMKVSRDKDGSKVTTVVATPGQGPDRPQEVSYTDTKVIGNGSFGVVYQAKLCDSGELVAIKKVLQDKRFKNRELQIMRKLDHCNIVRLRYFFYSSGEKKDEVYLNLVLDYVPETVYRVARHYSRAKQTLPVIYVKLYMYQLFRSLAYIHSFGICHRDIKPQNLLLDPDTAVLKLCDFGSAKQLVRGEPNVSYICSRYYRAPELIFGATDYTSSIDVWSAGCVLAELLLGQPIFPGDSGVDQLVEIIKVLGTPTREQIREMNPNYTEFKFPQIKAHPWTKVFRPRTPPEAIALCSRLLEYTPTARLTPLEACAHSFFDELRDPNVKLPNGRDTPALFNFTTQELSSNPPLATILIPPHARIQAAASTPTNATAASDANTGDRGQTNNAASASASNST
#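 Test system – GST-tagged human GSK3beta kinase, cell-free · Incubation – 60 min enzyme reaction, room temperature · Signal – ADP-Glo luminescence · Also added – peptide substrate and ATP at 25 µM · Controls – DMSO neutral wells and GW8510 at 20 µM as positive · Buffer or medium – Tris/MgCl2 kinase buffer · Measure – Luminescence-derived activity versus plate DMSO and GW8510 wells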
# KLF5 inh = inhibitors of KLF5 expression. DLD-1 KLF5 promoter-luciferase reporter, luminescence. inhibition, % at 5 µM. hit rate 0.23% among 290,000;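 active = inhibition above a per-plate limit of that plate's mean compound inhibition plus 3 SD, cut at about 60% in these data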;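 note: 0% = DMSO wells and 100% = LY294002 at 200 µM; higher means less KLF5 promoter-driven luciferase light; inactives centre near -14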
# HSF1 activator = increases HSF-1 driven luciferase reporter signal; NIH3T3-HGL HSF-1 luciferase reporter, MG132, 8 h; 100% = twice DMSO control signal; AID 504408; hit rate 1.7% among 300,000; activation, % at 9 µM;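 active = mean replicate activation of at least 50% with a set share of replicates each reaching 50%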;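 note: 0% = median of the neutral control wells and 100% = twice that signal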
# GSK3 alpha inh = inhibitors of human GSK-3 alpha kinase | ADP-Glo luminescence, 60 min | inhibition, % at 10 µM | hit rate 0.1% among 320,000 | AID 2650 | P49840;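 in the data active = inhibition above about 50%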;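 note: GST-tagged GSK-3 alpha with peptide substrate and 25 µM ATP; 0% = DMSO neutral wells and 100% = GW8510 positive control wells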
# Target sequence (P49840 whole entry, looked up): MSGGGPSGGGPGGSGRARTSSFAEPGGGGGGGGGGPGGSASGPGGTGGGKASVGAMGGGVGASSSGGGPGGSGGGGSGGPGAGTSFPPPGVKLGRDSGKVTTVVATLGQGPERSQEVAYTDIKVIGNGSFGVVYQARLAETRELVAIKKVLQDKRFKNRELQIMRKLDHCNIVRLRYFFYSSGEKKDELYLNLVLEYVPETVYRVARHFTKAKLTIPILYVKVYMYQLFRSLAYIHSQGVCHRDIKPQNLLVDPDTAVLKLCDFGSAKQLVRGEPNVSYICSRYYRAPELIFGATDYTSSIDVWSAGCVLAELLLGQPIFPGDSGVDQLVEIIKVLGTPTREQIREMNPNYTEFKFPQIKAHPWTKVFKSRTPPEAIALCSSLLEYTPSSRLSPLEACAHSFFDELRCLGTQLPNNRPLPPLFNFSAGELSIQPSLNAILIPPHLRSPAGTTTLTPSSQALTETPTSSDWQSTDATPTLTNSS
# HSP90 inh = inhibitors of HSP90 luciferase refolding in rabbit reticulocyte lysate | luciferase refolding luminescence, 3 h | inhibition, % at 5.6 µM | hit rate 0.91% among 290,000;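 active = inhibition above the screen-wide mean plus 3 SD, computed separately per campaign, cut at about 16% in these data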;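 note: 0% = DMSO wells and 100% = 60 µM geldanamycin wells; inhibitors lower the luminescence because luciferase stays unfolded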
# Platelet DG rel = platelet dense granule release activity. hit rate 0.22% among 300,000. AID 1663. human platelet-rich plasma, SFLLRN dense granule ATP release, luminescence. inhibition, %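 (compounds screened at 7.5 µM in platelet-rich plasma)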;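 active = mean replicate score, as percent of positive control, at or above 50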
# IEC-6 cytotox = IEC-6 cytotoxicity, counter-screen for KLF5 inhibitors. luminescence viability. inhibition, % at 5 µM. hit rate 0.78% among 290,000; in the data active = inhibition above about 22%;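 note: 0% = plate median of test compound wells and 100% = cytotoxic reference compound wells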
# Dyrk1A ADPGlo = inhibitors of rat Dyrk1A kinase | Q63470 | ADP-Glo luminescence, NFATc1 peptide | inhibition, % at 12.5 µM | hit rate 0.43% among 310,000 | AID 504441; in the data active = inhibition above about 50%;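 note: plate controls were vehicle with enzyme for no effect and no enzyme for full effect; many of its hits are not listed in these tables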
# aSyn UTR inh = MLPCN primary screen, SNCA 5' untranslated region; alpha-synuclein 5'UTR reporter, inhibitor activity; inhibition, % (tested at 7.5 µM); hit rate 0.82% among 300,000; in the data active = inhibition above about 60%;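 note: H4 neuroglioblastoma cells stably carrying SNCA 5'UTR luciferase fusion; 0% = DMSO wells and 100% = positive control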
# The depositor's hits bear a star; . = not tested or not shown. A portion of the library; rates above refer to the full screens.
SMILES,HSF1 inh,GSK3B inh,KLF5 inh,HSF1 activator,GSK3 alpha inh,HSP90 inh,Platelet DG rel,IEC-6 cytotox,Dyrk1A ADPGlo,aSyn UTR inh
O=c1c2ccccc2c(/C=N/c2n[nH]c(CCCO)n2)c(O)n1-c1ccccc1Cl,16,6,-17,33,1,-3,11,-6,20,-8
COc1ccc(S(=O)(=O)N2CCCN(CC(=O)Nc3ccccc3F)CC2)cc1,5,-1,-1,9,-3,0,-1,-3,-2,8
O=C(O)CC(NC(=O)C(c1ccccc1)c1ccccc1)c1ccc(F)cc1 (stereo unspecified),-6,3,-11,-4,-2,-3,-13,-4,-7,25
CCC(CC)C(=O)Nc1ccc(Nc2ccccc2)cc1,4,2,-40,-5,3,2,4,3,-4,-100
Cc1ccc(-n2c(=O)[nH]c3c(C(N)=O)nc(C(C)C)nc32)cc1,-9,2,-19,6,3,0,-3,2,2,17
COc1ccc(N2CCN(C(=O)COC(=O)c3cccc(S(=O)(=O)Nc4cccc(C)c4)c3)CC2)cc1,2,2,.,-6,-1,.,3,.,-8,-2
NC(=O)C1(N2CCCCC2)CCN(c2nc(-c3ccc(Br)cc3)cs2)CC1,8,-4,-16,20,10,-4,-3,4,4,-37
O=C(CSc1ccccn1)N1CCN(c2ccc(Cl)cc2)CC1,-5,-4,-22,7,-1,4,-2,-2,3,-37
Cc1cc(C)c2c(CN3CCOCC3)cc(=O)oc2c1C,12,0,-26,4,2,-11,-5,-4,.,8
COc1cc(CN2CCNC(=O)C2CC(=O)NCCc2ncccc2C)cc(OC)c1 (stereo unspecified),0,-3,-24,-9,0,-2,1,-1,-1,6
O=C(c1ccccc1C(=O)N1CCN(c2ccccc2F)CC1)N1CCN(c2ccccc2F)CC1,0,-2,7,-5,-1,4,-2,5,2,5
COCCNC(=O)CN1C(=O)/C(=C/c2ccccc2)Oc2ccc(C(C)(C)C)cc21,-3,2,-4,-7,4,-3,-3,-14,2,15

# 2 neighbouring records from above:
SMILES,HSF1 inh,GSK3B inh,KLF5 inh,HSF1 activator,GSK3 alpha inh,HSP90 inh,Platelet DG rel,IEC-6 cytotox,Dyrk1A ADPGlo,aSyn UTR inh
O=c1c2ccccc2c(/C=N/c2n[nH]c(CCCO)n2)c(O)n1-c1ccccc1Cl,16,6,-17,33,1,-3,11,-6,20,-8
COc1ccc(S(=O)(=O)N2CCCN(CC(=O)Nc3ccccc3F)CC2)cc1,5,-1,-1,9,-3,0,-1,-3,-2,8

# 6 compounds from above, showing only IEC-6 cytotox and HSF1 inh.
smiles	IEC-6 cytotox	HSF1 inh
Cc1ccc(-n2c(=O)[nH]c3c(C(N)=O)nc(C(C)C)nc32)cc1	2	-9
COc1ccc(S(=O)(=O)N2CCCN(CC(=O)Nc3ccccc3F)CC2)cc1	-3	5
COc1ccc(N2CCN(C(=O)COC(=O)c3cccc(S(=O)(=O)Nc4cccc(C)c4)c3)CC2)cc1	.	2
O=C(O)CC(NC(=O)C(c1ccccc1)c1ccccc1)c1ccc(F)cc1 (stereo unspecified)	-4	-6
O=c1c2ccccc2c(/C=N/c2n[nH]c(CCCO)n2)c(O)n1-c1ccccc1Cl	-6	16
COCCNC(=O)CN1C(=O)/C(=C/c2ccccc2)Oc2ccc(C(C)(C)C)cc21	-14	-3

# Additional records:
SMILES,HSF1 inh,GSK3B inh,KLF5 inh,HSF1 activator,GSK3 alpha inh,HSP90 inh,Platelet DG rel,IEC-6 cytotox,Dyrk1A ADPGlo,aSyn UTR inh
Cc1ccc(-c2nnc(N3CCCCC3)c3ccccc23)cc1,-4,-1,-4,-6,2,0,-4,10,0,18
Cc1nn(CCCC(=O)NCc2ccccc2Cl)c(=O)c2nccn12,-1,0,-20,10,-2,1,2,-6,-2,2
CCN(CC(=O)NCc1ccc(F)cc1)C(=O)/C=C/c1ccc(OC)cc1,-9,.,-26,5,-1,5,1,3,3,0
CCC(=O)c1cn([C@H](CCC(OC)OC)CC(=O)OC(C)(C)C)cc1CC,2,-25,.,7,.,.,0,.,1,10
Cc1ccc(CCNC(=O)C2CCC(=O)N(CC3CCCCC3)C2)cc1 (stereo unspecified),1,-2,-17,34,-1,3,7,2,-4,30
O=C(O)c1cnn(-c2nc(-c3ccc(F)cc3)cs2)c1C(F)(F)F,4,-3,-61,8,5,-5,1,2,12,-31
CSc1nc(NC(C)(C)C)nc(N2CCOCC2)n1,-15,2,-7,-4,0,1,-5,3,-1,27
CCOc1ccc(NC(=S)N(CCc2c(C)[nH]c3ccccc23)Cc2cccnc2)cc1,-4,4,-3,-3,2,4,14,6,10,10
CC(OC(=O)CN1C(=O)c2ccccc2C1=O)C(=O)NC1CCCC1 (stereo unspecified),-5,6,-3,-4,-1,-2,-5,1,-7,-13
S=c1sc2c(Cl)ncnc2n1-c1ccccc1,478,1,-26,565*,.,-3,-1,7,-3,93*
COc1ccccc1Nc1nc(C)cc(C)n1,-5,-1,-21,10,-2,4,-3,7,-2,-3
CC(C)(C)OC(=O)[C@H](Cc1ccccc1)NC(=O)c1[nH]cnc1C(=O)N[C@@H](Cc1ccccc1)C(=O)OCc1ccccc1,-4,0,-15,-10,0,2,-1,-2,.,34

# 3 compounds drawn at random from those above:
SMILES,HSF1 inh,GSK3B inh,KLF5 inh,HSF1 activator,GSK3 alpha inh,HSP90 inh,Platelet DG rel,IEC-6 cytotox,Dyrk1A ADPGlo,aSyn UTR inh
O=C(O)CC(NC(=O)C(c1ccccc1)c1ccccc1)c1ccc(F)cc1 (stereo unspecified),-6,3,-11,-4,-2,-3,-13,-4,-7,25
CC(OC(=O)CN1C(=O)c2ccccc2C1=O)C(=O)NC1CCCC1 (stereo unspecified),-5,6,-3,-4,-1,-2,-5,1,-7,-13
COc1ccc(N2CCN(C(=O)COC(=O)c3cccc(S(=O)(=O)Nc4cccc(C)c4)c3)CC2)cc1,2,2,.,-6,-1,.,3,.,-8,-2

# (further entries)
SMILES,HSF1 inh,GSK3B inh,KLF5 inh,HSF1 activator,GSK3 alpha inh,HSP90 inh,Platelet DG rel,IEC-6 cytotox,Dyrk1A ADPGlo,aSyn UTR inh
CC1CCCC(NC(=O)COC(=O)Cc2ccc(Br)cc2)C1C (stereo unspecified),1,-3,-17,-4,-2,-4,-2,-2,1,13
O=C1CCCc2ccccc2N1Cc1ccccc1Cl,1,-1,-13,-12,4,-1,-2,2,3,6
Clc1ccc2c(c1)c1ccccc1n2CN1CCOCC1,7,0,-43,35,-1,3,0,-3,13,-18
Cc1cccc(C)c1NC(=O)CN(C)C(=O)c1ccccc1SCC(=O)N1CCCC1,-30,0,.,-48,0,.,-36,.,-5,-2
CCCCCn1c(=S)[nH]c2cc(C(=O)N3CCCC3)ccc2c1=O,1,0,-10,-5,-1,0,-11,5,.,7
CCOc1cc(/C=C/c2nc3ccccc3c(=O)[nH]2)cc(Br)c1OC,-1,-4,15,15,-2,1,-6,49*,.,-41
COc1ccc(S(=O)(=O)N2CCC(C(=O)NCCc3ccccc3)CC2)cc1OC,1,0,-17,15,0,-3,5,3,-5,-34
CC(Nc1ccc(N2CCOCC2)cc1)C(=O)N1c2ccccc2CC1C (stereo unspecified),-5,-1,-10,15,1,-4,-1,0,0,27
CNCC(O)C(O)C(O)C(O)CO (stereo unspecified),1,1,-29,-2,-5,-4,5,-1,6,18
Cc1ccc(NC(=O)C(Cc2ccccc2)NC(=O)c2ccco2)cc1 (stereo unspecified),-3,-8,-1,8,1,7,-3,2,6,1
COCCn1c(SCC(=O)Nc2nc(C)c(Cl)cc2Cl)nc2ccccc21,-2,7,-17,-8,-1,-2,4,-2,-4,8
O=C(COC(=O)C1CCN(S(=O)(=O)c2cccc3cccnc23)CC1)c1ccc(F)cc1,-4,5,0,11,-2,3,-2,2,-3,0
COc1ccc2nc(C)cc(Nc3ccc(N4CCN(C)CC4)cc3)c2c1,39,-3,-23,40,0,-5,-1,17,2,-87
Cc1ccc(S(=O)(=O)/N=C2/NC(=O)/C(=C/c3cccnc3)S2)cc1,-5,0,-12,-12,0,0,6,-5,3,8
CCC(C)Sc1nc2c(c(=O)[nH]c(=O)n2C)n1Cc1ccccc1Cl (stereo unspecified),-5,1,.,1,-2,.,7,.,-4,26
COc1cccc(NC(=O)C(=O)N/N=C(\C)CC(=O)Nc2ccc(NC(C)=O)cc2)c1,16,0,-20,10,-2,0,6,11,1,-196
COc1ccc(-n2c(C)c(C)c3c(NCCN(C)C)ncnc32)cc1,-1,4,-32,-5,-2,-3,-6,-7,4,6
CCn1c(OC)nc2c1c(=O)n(C)c(=O)n2C,-21,0,-3,-35,0,-2,4,2,-4,49
CCc1ccc(NC(=S)N2CCCC(C(F)(F)F)C2)cc1 (stereo unspecified),-29,2,-22,-45,-2,-2,5,1,2,-28
CCOC(=O)NC(=O)CSc1nnnn1-c1ccc(Cl)cc1,8,1,6,39,-2,3,-5,1,7,-7
O=C(NC1CCN(Cc2ccccc2)CC1)C1CCN(c2nnc(-n3cccc3)s2)CC1,2,1,-1,4,.,-4,7,-8,-6,-3
CCOc1cc(N2CCOCC2)c(OCC)cc1NC(=O)c1cccc(N(C)C)c1,-51*,0,-44,-60,7,-1,-3,2,.,-26
COc1ccc2nc(SC)c(C#N)cc2c1,96,1,-38,143*,0,1,-7,0,.,-42
CCn1c(=O)c(C(=O)CN2CCCc3ccccc32)c(N)n(Cc2ccccc2)c1=O,7,-6,-33,18,-1,-2,-4,0,2,-9
CS(=O)(=O)N1N=C(c2ccc(Br)cc2)CC1c1cccs1 (stereo unspecified),28,-2,-38,52*,-4,0,10,6,-5,-117
O=C(NCc1cccc(C(F)(F)F)c1)C1CC(c2c(Cl)cccc2Cl)=NO1 (stereo unspecified),-6,0,-23,-18,-5,1,0,14,8,-3
CC1=[N+](C)N(c2ccccc2)C(=O)C1N=Cc1ccc(Cl)cc1 (stereo unspecified),-2,-3,-26,18,.,-5,-4,-3,4,12
COC(=O)C1C(C(C)C)N(c2ccccc2)OC1(C)O (stereo unspecified),-8,1,-50,-7,-1,0,-7,-3,1,-9
COC/C=C/C1=CC2=CC(=O)C(C)(OC(=O)c3cnc4ccccc4n3)C(=O)C2=CN1CCc1ccccn1 (stereo unspecified),0,4,.,14,0,.,7,.,.,-40
Cn1c(=O)c2c(nc(Oc3ccccc3Cl)n2C)n(C)c1=O,-10,1,-26,-19,0,0,4,-5,0,24
O=C(COC(=O)c1cccc(O)c1)Nc1ccc(OC(F)F)cc1,0,2,-24,16,-2,1,-2,-1,12,19

# 5 entries from above, sorted by their value in KLF5 inh, descending.
molecule	HSF1 inh	GSK3B inh	KLF5 inh	HSF1 activator	GSK3 alpha inh	HSP90 inh	Platelet DG rel	Dyrk1A ADPGlo	aSyn UTR inh
O=C(NCc1cccc(C(F)(F)F)c1)C1CC(c2c(Cl)cccc2Cl)=NO1 (stereo unspecified)	-6	0	-23	-18	-5	1	0	8	-3
O=C(COC(=O)c1cccc(O)c1)Nc1ccc(OC(F)F)cc1	0	2	-24	16	-2	1	-2	12	19
Cn1c(=O)c2c(nc(Oc3ccccc3Cl)n2C)n(C)c1=O	-10	1	-26	-19	0	0	4	0	24
CS(=O)(=O)N1N=C(c2ccc(Br)cc2)CC1c1cccs1 (stereo unspecified)	28	-2	-38	52*	-4	0	10	-5	-117
COC(=O)C1C(C(C)C)N(c2ccccc2)OC1(C)O (stereo unspecified)	-8	1	-50	-7	-1	0	-7	1	-9
